HP1b binding inh = HP1-beta chromodomain-methylated histone interaction inhibition | P83916 | AlphaScreen HP1-beta / biotin-H3K9me3 peptide binding | actives 0.56% (n = 390,000) | Potency, µM (doses to about 114 µM), inactives show at the highest dose activity change, negative = inhibition, hits mostly inhibitors | AID 540317; also: potency is read from the fitted curve at half-maximal effect; nearly all actives have a fitted effect of over 70% in size; inactives centre near 23
Target sequence (P83916 whole entry, looked up): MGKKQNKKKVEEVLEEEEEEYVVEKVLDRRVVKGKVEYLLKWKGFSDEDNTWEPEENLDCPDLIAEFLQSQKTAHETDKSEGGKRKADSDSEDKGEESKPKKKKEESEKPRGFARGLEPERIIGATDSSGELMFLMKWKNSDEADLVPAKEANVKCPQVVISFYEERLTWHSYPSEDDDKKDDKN
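AlphaScreen: HP1-beta (50 nM) preformed 30 min with biotin-H3(1-18)K9me3 peptide (50 nM) in PBS pH 7.4, 0.01% Tween-20. Compound added for 30 min at RT, then streptavidin donor/nickel chelate acceptor beads (10 ug/mL) for 30 min.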
G9a block = G9a (human) methyltransferase inhibition. Q96KQ7. G9a H3K9 monomethylation, AlphaScreen, 2 h. Potency, µM (titrated, usually from 102 µM), for inactives: at the top dose activity, negative = inhibition, actives largely listed as inhibitors. actives 8.8% (n = 350,000). AID 504332; also: potency is read from the fitted curve at half-maximal effect; % is scaled to controls: 0 for no effect and ±100 for the full control effect; nearly all actives have a fitted effect of over 75% in size
Target sequence (Q96KQ7 913-1193 limits assumed): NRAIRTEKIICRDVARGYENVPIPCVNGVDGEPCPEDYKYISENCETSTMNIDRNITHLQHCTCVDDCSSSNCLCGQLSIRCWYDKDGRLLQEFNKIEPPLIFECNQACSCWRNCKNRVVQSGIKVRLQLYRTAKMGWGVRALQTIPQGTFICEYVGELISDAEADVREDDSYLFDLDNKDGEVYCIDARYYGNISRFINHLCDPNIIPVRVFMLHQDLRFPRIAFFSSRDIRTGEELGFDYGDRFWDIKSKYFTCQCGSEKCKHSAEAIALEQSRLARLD
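Signal arises when biotinylated H3K9 peptide, once monomethylated, bridges streptavidin donor and antibody-captured acceptor beads. Enzyme at 20 nM was preincubated 15 min with test compounds; peptide 500 nM and SAM 20 uM then reacted for 2 h.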
PGK inhibitor = T. brucei PGK inhibition. PGK/GAPDH coupled, Kinase-Glo luminescence, 60 min. Potency, µM (highest dose often 57.5 µM), for inactives: at the top dose activity change, negative = inhibition, usual class: inhibitors. actives 0.043% (n = 380,000). AID 602233; also: potency is read from the fitted curve at half-maximal effect; % is scaled to controls: 0 for no effect and ±100 for the full control effect; nearly all actives have a fitted effect of over 60% in size
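Recombinant glycosomal PGK reaction used 1,3-bisphosphoglycerate generated in-well by GAPDH (100nM final) in 100mM TEA pH 7.6, 5mM MgCl2, 0.01% Tween-20. After 60 minutes at room temperature, ATP was read by Kinase-Glo Plus luminescence end-point.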
PI4K2A inh = blocks human PI4K2A kinase activity. AID 1346378. actives 0.13% (n = 420,000). purified PI4K2A, ADP-Glo luminescence, 1 h; stronger effect = lower value. Q9BTU6. activity change, negative = inhibition, % at 76.9 µM; in the data active = activity change below about -50%; inconclusive = mostly about -30% to -49%;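 also: -100% = wells without enzyme as full effect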
Target sequence (Q9BTU6 whole entry, looked up): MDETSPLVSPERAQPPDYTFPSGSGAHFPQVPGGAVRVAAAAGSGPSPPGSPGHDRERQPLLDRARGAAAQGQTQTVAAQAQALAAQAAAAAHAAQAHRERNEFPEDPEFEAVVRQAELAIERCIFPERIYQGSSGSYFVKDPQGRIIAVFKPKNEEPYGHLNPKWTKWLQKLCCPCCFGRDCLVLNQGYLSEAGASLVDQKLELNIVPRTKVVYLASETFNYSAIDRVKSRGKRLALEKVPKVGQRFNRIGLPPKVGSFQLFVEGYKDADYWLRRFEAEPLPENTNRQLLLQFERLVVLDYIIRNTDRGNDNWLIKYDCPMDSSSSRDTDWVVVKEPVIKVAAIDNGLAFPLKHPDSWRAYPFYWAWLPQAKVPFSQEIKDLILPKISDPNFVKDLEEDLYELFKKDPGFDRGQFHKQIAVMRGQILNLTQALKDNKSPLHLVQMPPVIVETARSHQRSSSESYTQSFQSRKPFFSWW
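PI4K2A activity was measured by ADP-Glo luminescence: enzyme (4 ug/mL stock) and phosphatidylinositol (1.2 mM stock) in Tris pH 7.5/MgCl2/EGTA/Triton X-100 buffer were reacted with ATP (300 microM stock) for one hour at ambient temperature.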
JMJD2A Tudor = inhibitors of human JMJD2A Tudor domain | actives 4.4% (n = 390,000) | Potency, µM (titrated, usually from 114 µM), without a hit: top-dose activity change, negative = inhibition, actives largely listed as inhibitors | O75164 | AlphaScreen JMJD2A-Tudor / H3K4me3 peptide binding | AID 504339; also: potency is read from the fitted curve at half-maximal effect; % is scaled to controls: 0 for no effect and ±100 for the full control effect; nearly all actives have a fitted effect of over 50% in size
Pin1 inhibitor = inhibitors of human Pin1 | Potency, µM (series often up to 115 µM), for the others: at the top dose activity, negative = inhibition, most hits filed as inhibitors | actives 0.009% (n = 390,000) | Pin1 FP peptide displacement, HiFluor488, 10 min | Q13526 | AID 504891; active = well fitted inhibition curve with a large enough effect in the polarisation, with a control signal flat, not every such curve was filed as active; inconclusive = small, poorly fitted or top-dose-only effect, or effect the other way, or a change in a side signal; inactive = no such curve, though single readings can be large or run the other way; the % refers to the polarisation; also: potency is read from the fitted curve at half-maximal effect; % is scaled to controls: 0 for no effect and ±100 for the full control effect
BAZ2B block = BAZ2B (human) inhibition; actives 4.4% (n = 360,000); Q9UIF8; Potency, µM (top dose mostly 114 µM), for inactives: at the top dose activity change, negative = inhibition, actives largely listed as inhibitors; AlphaScreen BAZ2B-H3K14Ac peptide displacement; AID 504333; also: potency is read from the fitted curve at half-maximal effect; % is scaled to controls: 0 for no effect and ±100 for the full control effect; nearly all actives have a fitted effect of over 60% in size
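AlphaScreen displacement: compounds (up to 110uM) incubated 30 min at room temperature with a preformed 50 nM BAZ2B/50 nM biotinylated H3K14Ac peptide complex in PBS pH 7.4 with Tween-20. Donor and acceptor beads at 10 ug/mL final added, 20 min light-protected before reading.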
ERG Ets-DNA blk = inhibitors of human ERG Ets domain-DNA interaction. P11308. fluorescence polarization, His-ERG Ets domain / labelled DNA. Potency, µM (top dose mostly 76.9 µM), inactives show top-dose FP activity, negative = inhibition, hits mostly inhibitors. actives 0.028% (n = 370,000). AID 624246; active = well fitted inhibition curve with a large enough effect in the polarisation, with a control signal flat; inconclusive = small, poorly fitted or top-dose-only effect, or effect the other way, or a change in a side signal; inactive = no such curve, though single readings can be large or run the other way; the % refers to the polarisation;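 also: polarization taken with two DNA probes labelled with fluorescein and Texas red; potency is read from the fitted curve at half-maximal effect; % of control where 0% means no effect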
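His-tagged ERG Ets domain (1 uM in the protein solution; 300mM KCl, 50mM Tris-HCl, 1mM EDTA, 1mM DTT, pH 7.5) received compound, then a probe mix of 5 nM fluorescein-DNA and 100nM Texas-615-DNA. Fluorescence polarization was read for both dyes.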
GLS inhibitor = blocks human kidney-isoform glutaminase activity | O94925 | GLS enzymatic activity, qHTS titration | Potency, µM (titrated, usually from 45.5 µM), for inactives: at the top dose activity change, negative = inhibition, hits mostly inhibitors | actives 0.21% (n = 410,000); also: potency is read from the fitted curve at half-maximal effect; % is scaled to controls: 0 for no effect and ±100 for the full control effect
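Read-out is an Amplex red fluorescence increase coupled through glutamate oxidase and HRP, measured before and after 30 min room-temperature incubation. hKGA is in 45 mM KH2PO4 (pH 8.2) with 0.02% Tween-20; glutamine added as 1mM solution.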
Starred values were filed as active, the others as inactive; i = inactive; ? = inconclusive; . = no result given; & = joins results of further samples; [ ] = dose if it differs, or a comment. Unless noted, calls follow the shape of the dose curve; as a rule, active = well fitted curve in the direction sought with a large enough effect; inconclusive = small, poorly fitted or top-dose-only effect, or another doubt; inactive = no such curve, though single readings can be large; an effect the other way counts as inactive or inconclusive. Outcome played no part in choosing rows (roughly 11% active in at least one column).

SMILES	HP1b binding inh	G9a block	PGK inhibitor	PI4K2A inh	JMJD2A Tudor	Pin1 inhibitor	BAZ2B block	ERG Ets-DNA blk	GLS inhibitor
Nc1c(NCCN2CCOCC2)c2ccccc2oc1=O	-18%	?	-1%	1	-11%	2%	?	-9%	?
CC(C)N(C(=O)COC(=O)[C@H](C)NC(=O)c1ccco1)c1ccccc1	31%	-2%	7%	-2	-4%	-6%	-3%	-5%	-1%
CCOC(=O)C1CC2=C(CCCC2=O)NC1=O (stereo unspecified)	53%[activator]	.	-3%	-2	3%	4%	.	-2%	8%
CCOC(=O)N1CCN(CC(O)c2ccc3c(c2)CCN3)CC1 (stereo unspecified)	-5%	-28%	2%	5	-25%	1%	-36%	-2%	39%[activator]
O=C(/C=C/c1ccco1)N1CCN(c2ccccc2)CC1	13%	?	2%	5	0%	-2%	-28%	-9%	9%
COCCCn1c(=N)c(C(=O)NCC2CCCO2)cc2c(=O)n3cc(C)ccc3nc21 (stereo unspecified)	25%	0%[59 µM]	10%	-1	-12%	-3%	-3%	3%	-3%
Clc1ccc(NNc2ccnc3cc(Cl)ccc23)cc1	?	-16%[2.33 µM]	2%	-6	?	0%	?	-4%	7%
O=C(Nc1ccccc1N1CCCC1)c1ccc([N+](=O)[O-])o1	-15%	3%[12.7 µM]	6%	-1	?	1%	32µM*	-10%	13%
Cc1csc(NC(=O)c2ccc3c(=O)n4c(nc3c2)CCCCC4)n1	34%	-8%	-3%	-9	-7%	2%	-2%	3%	2%
CCn1c(=O)c2sccc2n2c(CCC(=O)Nc3ccc(C(C)C)cc3)nnc12	16%	-5%[59 µM]	-2%	-8	-21%	-1%	3%	-7%	-8%
O=C(NNc1cccc(Cl)n1)Nc1ccccc1Cl	18%	-17%	16%	1	-14%	6%	5%	-5%	4%
OCCNCC12CC3CC(CC(C3)C1)C2	25%	0%	-5%	5	-15%	-13%	2%	16%	-3%
COc1ccc(-c2nc(CCNC(=O)c3cccs3)cs2)cc1	21%[57 µM]	17%&11%[59 µM]	7%	0&-3	-24%&-4%	?	5%&-2%	-4%&7%	0%&0%
CCc1c(C)nc(SCC(=O)Nc2cccc(Br)c2)[nH]c1=O	23%	-29%[12.7 µM]	.	2	-13%	0%	-4%	5%	5%
COc1ccc(CNC(=O)CCc2nnc3ccc(NCCCN4CCCC4=O)nn23)cc1	41%[activator]	5%	i	-3	-8%	-2%	-5%[57.1 µM]	4%	-3%
COC(=O)c1ccc(NC(=O)C(=O)N2CCN(C(=S)Nc3ccc(C)cc3)CC2)cc1	33%	30%[59 µM]	3%	-7	-22%[57.1 µM]	6%	9%	-3%	9%
COCCNCC(=O)Nc1ccc(OC(F)(F)F)cc1	?	22µM*	-6%	3	0.79µM*	-3%	50µM*	-1%	6%
COc1cc(/C=C2/CC(C)OC2=O)c([N+](=O)[O-])cc1OC (stereo unspecified)	8%	.	-2%	1	-8%	0%	2%	3%	6%
CCCc1cc(=O)oc2cc(OCC(=O)NCC3CCC(C(=O)O)CC3)ccc12 (stereo unspecified)	56%[activator]	?	i	-2	-1%	2%	-14%[57.1 µM]	-2%	-4%
CN1CCN(S(=O)(=O)c2ccc(Sc3nnnn3-c3ccccc3)c([N+](=O)[O-])c2)CC1	14%	11%[59 µM]	-3%	3	-17%	-1%	-36%	-5%	1%

Arranged by the number under GLS inhibitor (largest number first): 3 from the list above.
SMILES	HP1b binding inh	G9a block	PGK inhibitor	PI4K2A inh	JMJD2A Tudor	Pin1 inhibitor	BAZ2B block	ERG Ets-DNA blk	GLS inhibitor
O=C(Nc1ccccc1N1CCCC1)c1ccc([N+](=O)[O-])o1	-15%	3%[12.7 µM]	6%	-1	?	1%	32µM*	-10%	13%
CN1CCN(S(=O)(=O)c2ccc(Sc3nnnn3-c3ccccc3)c([N+](=O)[O-])c2)CC1	14%	11%[59 µM]	-3%	3	-17%	-1%	-36%	-5%	1%
OCCNCC12CC3CC(CC(C3)C1)C2	25%	0%	-5%	5	-15%	-13%	2%	16%	-3%

Later entries.
SMILES	HP1b binding inh	G9a block	PGK inhibitor	PI4K2A inh	JMJD2A Tudor	Pin1 inhibitor	BAZ2B block	ERG Ets-DNA blk	GLS inhibitor
Cc1cc(C)c2c(CC(=O)Nc3c(C(=O)c4ccc(F)cc4)oc4ccccc34)coc2c1	58%[activator]	6%[59 µM]	-3%	-3	-22%	7%	-6%	1%	-1%
COc1ccc(C2(c3ccc(OC)cc3)NC(=O)N(CC(=O)N(C)c3ccccc3)C2=O)cc1	3%	.	-3%	2	?	-1%	1%	4%	-10%
COc1ccc(NC(=O)C2CCCN(S(=O)(=O)c3cccnc3)C2)cc1OC (stereo unspecified)	22%	-117%[12.7 µM]	i	6	-15%	-6%	-9%	4%	13%
CN1CCC(N(C)C(=O)c2cc(=O)c3ccccc3o2)CC1	3%	-9%	3%	5	-14%	-2%	-3%	1%	2%
COc1ccc(NS(=O)(=O)c2cccc(C(=O)N3CCCCCCC3)c2)cc1	36%	-10%[12.7 µM]	-4%	-8	2%	-2%	-8%	-15%	2%
O=C(Nc1cc(Cl)ccc1O)C1CC(c2ccccc2Cl)=NO1 (stereo unspecified)	6%	5%	1%	1	-27%	3%	-25%	3%	5%
O=C(Nc1cccc(C(=O)N2CCCC2)c1)c1ccccc1	29%	8%[12.7 µM]	i	1	-18%	3%	-6%	-3%	-2%
COc1ccc(CNC(=O)c2cc3c(s2)-c2c(C)cccc2OC3)cc1	23%	-4%[59 µM]	7%	-4	-14%	11%	1%	2%	0%
Cc1csc(=NC(=O)c2ccccc2)n1CCO	17%	-2%[59 µM]	-9%	5	-9%	-7%	4%	1%	15%
CC(=O)c1cnc2cc(-c3ccc(Cl)cc3)nn2c1C	37%	14%	-8%	-1	-9%	1%	6%	0%	4%
CCOC(=O)Cn1c(=O)oc2cc(S(=O)(=O)NC3CCCCC3)ccc21	28%	-6%	-1%	-1	-26%	1%	11%	-13%	-4%
COc1ccccc1Nc1ncc2c(n1)CCN(Cc1cc(F)cc(F)c1)C2	39%	1%[12.7 µM]	.	0	-2%	-3%	-8%	-2%	-3%
Cc1csc(NC(=O)c2ccc(COc3ccccc3)o2)n1	?	3%	-10%	-3	?	1%	-3%	-1%	-8%
C=CC[C@H](CC(=O)NCCO)C(=O)N[C@H](COC(=O)[C@@H](CC=C)Cc1ccc(F)cc1)C(C)(C)C	14%	.	-6%	-2	-15%	2%	.	0%	1%
CCCCc1c(O)nc(SCC(=O)NCC2CCCO2)[nH]c1=O (stereo unspecified)	39%[activator]	23%[59 µM]	-6%	6	11%	-14%	.	-9%	25%
Cc1ccccc1Cn1c([N+](=O)[O-])cnc1C	14%	8%[59 µM]	0%[11.5 µM]	2	-9%	-2%	-2%	.	3%
Nc1cc(N2CCCCC2)c(Cl)cc1[N+](=O)[O-]	12%	?	-8%	-2	-28%	0%	-34%	0%	-3%
CCC1(c2ccccc2)NC(=O)N(CC(=O)NNC(=O)CCN2CCN(c3ccccc3)CC2)C1=O (stereo unspecified)	17%	3%	6%	4	-20%	-7%	3%	0%	-8%
COc1ccccc1OCCC(=O)Nc1ccc2c(c1)OCO2	23%	.	1%	-4	-15%	0%	.	-3%	0%
CCCCOc1ccc(CNC(=O)c2cc3n(n2)CCCN(Cc2ccc(C)cc2)C3=O)cc1	16%	0%[59 µM]	i	2	-7%	1%	-5%	-2%	3%

A second format for 4 compounds above:
Molecule,HP1b binding inh,G9a block,PGK inhibitor,PI4K2A inh,JMJD2A Tudor,Pin1 inhibitor,BAZ2B block,ERG Ets-DNA blk,GLS inhibitor
CN1CCC(N(C)C(=O)c2cc(=O)c3ccccc3o2)CC1,3%,-9%,3%,5,-14%,-2%,-3%,1%,2%
Nc1c(NCCN2CCOCC2)c2ccccc2oc1=O,-18%,?,-1%,1,-11%,2%,?,-9%,?
COc1ccc(CNC(=O)CCc2nnc3ccc(NCCCN4CCCC4=O)nn23)cc1,41%[activator],5%,i,-3,-8%,-2%,-5%[57.1 µM],4%,-3%
CCn1c(=O)c2sccc2n2c(CCC(=O)Nc3ccc(C(C)C)cc3)nnc12,16%,-5%[59 µM],-2%,-8,-21%,-1%,3%,-7%,-8%

New compounds follow
SMILES	HP1b binding inh	G9a block	PGK inhibitor	PI4K2A inh	JMJD2A Tudor	Pin1 inhibitor	BAZ2B block	ERG Ets-DNA blk	GLS inhibitor
COc1cccc(C2/C(=C(/O)c3ccc4c(c3)CC(C)O4)C(=O)C(=O)N2CCCn2ccnc2)c1 (stereo unspecified)	1%	50µM*	5%	-3	-17%	7%	-27%[57.1 µM]	-3%	-2%
Cc1ccc(NC(=O)c2cc(S(=O)(=O)N3CCCCC3)c[nH]2)cc1C	27%	.	-10%	-4	0%	3%	3%	2%	-1%
C/C(CC(=O)NC1CCCC1)=N\NC(=O)C1CCCCC1	29%	6%	10%	0	1%	-3%	-16%	4%	-6%
Cc1[nH]c(=O)[nH]c(=O)c1S(=O)(=O)Nc1ccc(Cl)c([N+](=O)[O-])c1	24%	30%	-10%	5	5%	3%	-18%	-8%	-13%

Bioassay records from PubChem BioAssay.
